# Source: PubChem
# GLP-1R inv ag – qHTS of GLP-1 Receptor Inverse Agonists (Inhibition Mode); Glucagon-like peptide 1 receptor (Homo sapiens), P43220; HEK293 GLP-1R CRE-luciferase, luminescence, 24 h; GLP-1R form is constitutively active; Potency, µM (doses to about 38.3 µM), inactives show at the highest dose activity change, negative = inhibition, most hits filed as inhibitors; actives 1.6% (n = 410,000); AID 624417, 2012; note: % is set by controls: 0 for no effect and ±100 for the full control effect; nearly all actives have a fitted effect of over 55% in size
# Target sequence (P43220 whole entry, looked up): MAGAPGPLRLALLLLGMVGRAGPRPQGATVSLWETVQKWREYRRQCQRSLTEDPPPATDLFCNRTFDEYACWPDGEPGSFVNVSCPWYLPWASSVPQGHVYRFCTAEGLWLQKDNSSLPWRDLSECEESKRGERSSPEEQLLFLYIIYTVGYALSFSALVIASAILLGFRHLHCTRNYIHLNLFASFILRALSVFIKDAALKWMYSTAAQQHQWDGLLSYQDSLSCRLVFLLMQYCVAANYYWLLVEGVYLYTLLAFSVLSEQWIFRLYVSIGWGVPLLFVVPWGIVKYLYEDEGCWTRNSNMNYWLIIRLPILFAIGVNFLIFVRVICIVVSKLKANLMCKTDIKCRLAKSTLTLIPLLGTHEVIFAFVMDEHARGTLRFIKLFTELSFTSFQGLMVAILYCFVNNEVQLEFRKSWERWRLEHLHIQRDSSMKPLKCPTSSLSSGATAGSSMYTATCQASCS
#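 HEK293 cells stably co-expressing constitutively active GLP-1R and a cAMP-responsive luciferase reporter were seeded in DMEM with 10% Nu serum, given compounds after 12 h, and incubated 24 h at 37 deg C. Luminescence was then read.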
# GLP1R cytotox – qHTS of GLP-1 Receptor Inverse Agonists: Cytotox Screen; HEK293 cAMP-luciferase reporter cells, luminescence, 24 h; Potency, µM (top dose mostly 38.3 µM), without a hit: at the top dose activity change, negative = inhibition, hits mostly inhibitors; actives 0.13% (n = 410,000);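 note: loss of luciferase light is scored as toxicity; % is set by controls: 0 for no effect and ±100 for the full control effect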
#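 Here, cytotoxicity is scored as loss of luminescence. The MLSMR collection was tested on cells seeded in medium containing 10% Nu serum, with a 24 hr compound exposure preceded by 12 hours of culture.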
# KB-3-1 tox – qHTS assay for MDR1-selective chemotherapeutics: Primary screen using the parental adenocarcinoma cell KB-3-1. actives 1.4% (n = 400,000). Potency, µM (series often up to 46.1 µM), for the others: at the top dose activity change, negative = cytotoxic, usual class: cytotoxic. KB-3-1 viability, CellTiter-Glo ATP luminescence, 72 h. AID 1347075, 2019; note: % is set by controls: 0 for no effect and ±100 for the full control effect; nearly all actives have a fitted effect of over 60% in size
#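 Luminescent ATP read-out (CellTiter-Glo) measures survival of drug-naive KB-3-1 cells after 72 h compound exposure at 37 °C. Titration series was screened from lowest to highest concentration, with DMSO vehicle plates as background controls.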
# KB-V1 cytotox – qHTS assay for MDR1-selective chemotherapeutics: Primary screen using the drug-selected MDR subline cells KB-V1; KB-V1 MDR cells viability, CellTiter-Glo, 72 h; Potency, µM (titrated, usually from 46.1 µM), for inactives: at the top dose activity change, negative = cytotoxicity, actives largely listed as cytotoxic; actives 3.4% (n = 400,000); note: % is set by controls: 0 for no effect and ±100 for the full control effect; nearly all actives have a fitted effect of over 60% in size
#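 KB-V1 MDR subline cells in DMEM (phenol-red free, 10% FBS) exposed to compounds in qHTS concentration series for 72 h at 37 degrees C. Viability read by CellTiter-Glo luminescence; concentration-effect curves fitted after normalization and correction.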
# SW480 rereplic – A quantitative high throughput screen for small molecules that induce DNA re-replication in SW480 colon adenocarcinoma cells. SW480 DNA re-replication, Hoechst DNA content imaging, 48 h. AID 624297, 2012. Potency, µM (series often up to 46.1 µM), for the others: at the top dose re-replication activation, most hits filed as activators. actives 1.8% (n = 340,000); note: % of control where 0% means no effect; nearly all actives have a fitted effect of over 55% in size
#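 Image-based DNA-content assay: after two days of treatment, nuclei were labelled with the DNA dye Hoechst and imaged, and hits were compounds raising the count of nuclei showing high fluorescence intensity.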
# GLP1R ag – qHTS of GLP-1 Receptor Agonists. Glucagon-like peptide 1 receptor (Homo sapiens), P43220. HEK293 GLP-1R CRE-luciferase, luminescence, 4-6 h; cells express a hypersensitive GLP-1R form. Potency, µM (titrated, usually from 45.6 µM), for inactives: top-dose activation, usual class: activators. actives 0.007% (n = 380,000). AID 624172, 2012; note: % of control where 0% means no effect
# HT1080-NT tox – qHTS for induction of synthetic lethality in tumor cells producing 2HG: qHTS for the HT-1080-NT fibrosarcoma cell line; HT-1080-NT fibrosarcoma viability, CellTiter-Glo ATP luminescence, 48 h; Potency, µM (top dose mostly 46.1 µM), inactives show at the top dose activity, negative = less viability, hits mostly cytotoxic; actives 1.6% (n = 360,000);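 note: NT is the 2HG producing partner of a matched IDH1 knockdown line; 0% = DMSO-treated cells and -100% = media-only wells without cells; nearly all actives have a fitted effect of over 55% in size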
#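 A 48-hour cytotoxicity screen used HT-1080-NT cells plated 2 hours before compound delivery. ATP-based CellTiter-Glo luminescence measured viability, normalized to DMSO and no-cell controls.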
# HT1080 IDH1KD tx – qHTS for induction of synthetic lethality in tumor cells producing 2HG: qHTS for the HT-1080-IDH1KD cell line. HT-1080 IDH1 knockdown viability, ATP luminescence, 48 h. Potency, µM (top dose mostly 46.1 µM), without a hit: at the top dose activity, negative = toxicity, usual class: cytotoxic. actives 2% (n = 360,000). AID 686971, 2013;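 note: 0% = DMSO wells and -100% = cell-free medium wells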
#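 Assay cells: HT-1080 with IDH1 knockdown, 750 per well, RPMI/5% FBS. Exposure: 48 h at 37 °C following 2 h pre-incubation. Read: CellTiter-Glo luminescence; fitted concentration-response, curve class assigned.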
# TDP43 rescue – qHTS of TDP-43 Inhibitors | Potency, µM (series often up to 46.1 µM), inactives show at the highest dose growth rescue (activation), hits mostly activators | actives 1.8% (n = 410,000) | TDP-43 expressing yeast growth rescue, BacTiter-Glo, 24 h | AID 652104, 2013; note: % of control where 0% means no effect; nearly all actives have a fitted effect of over 50% in size
#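 In this qHTS, compounds that restore growth of yeast expressing TDP-43 appear as activators. Cells (OD600=0.02, galactose medium, raffinose-pregrown) are incubated with compound 24 hr at 30 deg C and growth is quantified by BacTiter-Glo.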
# Starred values were filed as active, the others as inactive; ? = inconclusive; · = not tested or not shown; & = joins results of further samples; [ ] = remark or other dose. Calls come from the whole dose curve; as a rule, active = well fitted curve in the direction sought with a large enough effect; inconclusive = small, poorly fitted or top-dose-only effect, or another doubt; inactive = no such curve, though single readings can be large; an effect the other way counts as inactive or inconclusive. Potency is the fitted concentration of half-maximal effect. The order is random; 9.4% or so of the library scored in one or more.
# Preview:
# Each structure is followed by: KB-3-1 tox, SW480 rereplic, KB-V1 cytotox, HT1080 IDH1KD tx, GLP1R cytotox, GLP-1R inv ag, TDP43 rescue, HT1080-NT tox, GLP1R ag
CCOc1ccccc1OCCNC1CCCC1
  5%, 23µM*, -6%, 6%, 0%, 3%, 1%, 0%, -3%
Cc1cccc(NC(=O)N2CCCC2C(=O)NCc2ccccc2)c1 (stereo not given)
  4%, -8%, 26%, 2%, -15%, -8%, 8%, 4%, 0%
Cc1ccc(NC(=O)CC2C(=O)OCC3CCCCN32)cc1Cl (stereo not given)
  0%, -1%, 11%, -1%, 5%, 0%, 4%, 1%, 0%
O=C(CSc1nc(-c2ccccc2)cc(=O)[nH]1)Nc1ccccc1F
  3%&4%, 2%, 0%&10%, -16%, 0%&-3%, 8%&13%, 7%&-5%, -7%, -1%&-2%
COCc1cc(C)nc(SCC(=O)Nc2cccc(C)c2)c1C#N
  -5%, 7%, 1%, 9%, -15%, 10%, -2%, 16%, -8%
CC1CC(C)CN(CC(=O)NNC(=O)COc2ccc(Cl)cc2)C1 (stereo not given)
  1%, -6%, ?, 1%, 6%, ?, 3%, 11%, -5%
Cc1ccc2cc(/C=N/NC(=O)c3ccccc3[N+](=O)[O-])c(Cl)nc2c1
  8%, -1%, -18%, -9%, 0%, -9%, 12%, 2%, 1%
C[C@H](CO)N1C[C@H](C)[C@H](CN(C)Cc2ccncc2)Oc2cc(-c3ccccc3F)ccc2S1(=O)=O
  21%, ·, ?, 20%, -29%, 12%, 5%, 12%, 1%
Cc1ccsc1C(=O)NNC(=O)C1CC=CCC1C(=O)O (stereo not given)
  16%, -2%, 29%, ?, -11%, 17%, -7%, ?, 1%

# All compounds of this part, from the first entry:
# Each structure is followed by: KB-3-1 tox, SW480 rereplic, KB-V1 cytotox, HT1080 IDH1KD tx, GLP1R cytotox, GLP-1R inv ag, TDP43 rescue, HT1080-NT tox, GLP1R ag
CCOc1ccccc1OCCNC1CCCC1
  5%, 23µM*, -6%, 6%, 0%, 3%, 1%, 0%, -3%
Cc1cccc(NC(=O)N2CCCC2C(=O)NCc2ccccc2)c1 (stereo not given)
  4%, -8%, 26%, 2%, -15%, -8%, 8%, 4%, 0%
Cc1ccc(NC(=O)CC2C(=O)OCC3CCCCN32)cc1Cl (stereo not given)
  0%, -1%, 11%, -1%, 5%, 0%, 4%, 1%, 0%
O=C(CSc1nc(-c2ccccc2)cc(=O)[nH]1)Nc1ccccc1F
  3%&4%, 2%, 0%&10%, -16%, 0%&-3%, 8%&13%, 7%&-5%, -7%, -1%&-2%
COCc1cc(C)nc(SCC(=O)Nc2cccc(C)c2)c1C#N
  -5%, 7%, 1%, 9%, -15%, 10%, -2%, 16%, -8%
CC1CC(C)CN(CC(=O)NNC(=O)COc2ccc(Cl)cc2)C1 (stereo not given)
  1%, -6%, ?, 1%, 6%, ?, 3%, 11%, -5%
Cc1ccc2cc(/C=N/NC(=O)c3ccccc3[N+](=O)[O-])c(Cl)nc2c1
  8%, -1%, -18%, -9%, 0%, -9%, 12%, 2%, 1%
C[C@H](CO)N1C[C@H](C)[C@H](CN(C)Cc2ccncc2)Oc2cc(-c3ccccc3F)ccc2S1(=O)=O
  21%, ·, ?, 20%, -29%, 12%, 5%, 12%, 1%
Cc1ccsc1C(=O)NNC(=O)C1CC=CCC1C(=O)O (stereo not given)
  16%, -2%, 29%, ?, -11%, 17%, -7%, ?, 1%
CCN(Cc1ccc2c(c1)OCCO2)C(=O)CN1C(=O)NC2(CCc3ccccc32)C1=O (stereo not given)
  -2%, 4%, 12%, -3%, 1%, -13%, 8%, -3%, 8%
O=C1CC(c2ccc(Cl)cc2)CC(O)=C1C=NCCO (stereo not given)
  -4%, -2%, -7%, 0%, -4%, -4%, 16%, 16%, 2%
O=C(Nc1ccccc1C(=O)N1CCCCCC1)c1cccc([N+](=O)[O-])c1
  -12%, ?, -28%, 9%, -5%, -18%, 0%, -3%, 5%
CC(C)N(Cc1nc(-c2ccccc2)no1)C(=O)CSc1ccccc1
  0%, 3%, 0%, -22%, 3%, 0%, -2%, -19%, 26%
CC(C)c1nnc(SCC(=O)N2CCN(C(=O)c3ccco3)CC2)n1N
  -11%, -7%, -1%, -2%, -22%, 3%, 1%, 5%, 4%
COCc1ccc(CN2CCC(n3nccc3NC(=O)CCOc3ccccc3)CC2)o1
  26%, -1%, 17%, 9%, 2%, -8%, 11%, 8%, -3%
COc1cc(/C=C/C=C2/CC/C(=C/C=C/c3ccc(O)c(OC)c3)C2=O)ccc1O
  0%, ?, -24%, -10%, ?, 118%[activator], -34%[inhibitor], -11%, 7%
CCOc1cccc(N2C(=O)CC(NNC(=O)c3ccc(Br)o3)C2=O)c1 (stereo not given)
  -9%, -28%, -3%, 7%, 3%, 6%, 18%, 13%, 7%
CCOC(=O)N1CCN(c2c(N3CCN(c4ccccc4OC)CC3)c(=O)c2=O)CC1
  1%, -3%, -26%, -3%, -16%, -18%, 19%, -1%, -9%
Cc1cc(NC(=O)NC(=O)c2ccccc2NC(=O)CN(C)C)ccc1Oc1ncc(Br)cn1
  2.9µM*, 6.5µM*, 2.1µM*, ?, ?, ?, 16%, ?, 12%
O=C(COC(=O)c1cccc(Cl)c1)Nc1ccc2[nH]c(=O)[nH]c2c1
  -6%, -8%, 3%, 2%, 3%, 20%, 4%, 2%, -2%
CCCCc1nnc(NC(=O)c2ccc(N3CCCC3=O)cc2)s1
  ?, 11%, ?, -18%, 7%, 10%, -16%, 0%, -1%
CCOc1c(Cl)cc(C(=O)Nc2ccccc2-c2ccccc2)cc1Cl
  ?, -140%[inhibitor], 21µM*, -16%, 38%[activator], 8.9µM*, 7%, -2%, -6%
CN(c1ccc(C(=O)NCc2cccs2)cc1)S(=O)(=O)c1ccccc1
  17%, -23%, -21%, -3%, -1%, -12%, 22%, -1%, 7%
O=C1CSCN1c1ccc(Cl)c(Cl)c1
  2%, -2%, ?, 9%, 4%, 18%, 28%, -2%, 3%
Cc1csc2nc(COc3ccc(NC(=O)COc4ccc(F)cc4)cc3)cc(=O)n12
  5%, ·, 20%, ·, -3%, 6%, 12%, ·, ·
CC(=O)c1c(C)[nH]c(C(=O)Nc2ccccc2N2CCOCC2)c1C
  -11%, 0%, 0%, -1%, 5%, 1%, -20%, -3%, 1%
CCOC(=O)C1=C(N)OC2=C(C(=O)CC(C)(C)C2)C1c1ccoc1 (stereo not given)
  4%, -12%, 2%, 26%, 3%, 14%, 2%, 22%, 3%
COc1ccc(NC(=O)c2ccc3c(c2)n(C)c(=O)n3C)cc1
  0%, -1%, -4%, -2%, -8%, 15%, -14%, 2%, -2%
COc1ccc(-c2sc3cc4c(cc3c2-c2ccc(OCCN3CCOCC3)cc2)OCO4)cc1
  ?, 16%, 0%, 0%, 3%, -15%, -1%, 3%, 10%
C[C@H]1CN([C@@H](C)CO)C(=O)CCCn2nncc2CO[C@@H]1CN(C)Cc1ccc(C(=O)O)cc1
  14%, ·, 16%, 8%, 3%, 6%, 9%, 2%, -5%
Cn1cc(CN2CCC(Oc3ccc(C(=O)N4CCCCC4)cc3)CC2)cn1
  -3%, -2%, -19%, -1%, -1%, -20%, -1%, 2%, 0%
COc1ccc(/C=C/C(=O)Nc2ccncc2)cc1OC
  4%, ?, 12%, 13%, -5%, 1%, -8%, 23%, 29%
O=C(Nc1ccc2c(c1)OCO2)c1cc(C2CCCN(C(=O)C3CCCCC3)C2)on1 (stereo not given)
  -1%, ·, 2%, ?, -16%, ?, 35µM*, -26%, 6%
O=C(O)CCC(=O)NCc1ccc(C(=O)O)cc1
  9%, -2%, 5%, 9%, 1%, 2%, 11%, 7%, -7%
O=S(=O)(c1cccc(-c2csc(-c3cccnc3)n2)c1)N1CCOCC1
  0%, 7%, -3%, 12%, 1%, 101%[activator], ?, 15%, 36%
COc1ccc(CCNC(=O)c2ccc(Cn3c(=O)c4ccccc4n(Cc4ccc(C)cc4)c3=O)cc2)cc1OC
  2%, ·, 0%, ·, -1%, -8%, 16%, ·, -1%
O=C(NC1CCCCC1)Oc1cc2oc(=O)sc2cc1Br
  19%, -3%, -2%, -4%, -6%, 12%, 21%, -5%, 4%
Cc1ccc(NC(=O)c2cnn(-c3ccccc3)c2C)cc1
  -3%, 3%, 9%, -4%, -19%, ?, -7%, 0%, 0%
CN(C(=O)COC(=O)c1ccc2c(c1)OCO2)C1CCS(=O)(=O)C1 (stereo not given)
  2%, -2%, 20%, 12%, 10%, 0%, -5%, 7%, 0%
Cc1cc(C)nc(N/N=C/c2ccccc2OCc2ccc(Br)cc2)n1
  -1%, ?, -6%, 2%, 12%, -7%, 6%, 0%, -3%
CN=c1scc(-c2ccc(OC)cc2)n1/N=C(\C)c1cccnc1
  ?, 13%, ?, ?, -5%, ?, 14µM*, ?, 7%
COCCCNC(=O)c1cc(S(=O)(=O)NCCCN2CCCC2=O)ccc1Cl
  0%, 0%, 4%, -1%, 3%, 21%, 11%, 1%, -1%
CC(NC(=O)c1cccs1)c1n[nH]c(=S)n1C (stereo not given)
  -4%, -143%[inhibitor], -7%, 15%, 3%, 16%, 7%, 0%, 2%
C[C@@H]1NS(=O)(=O)[C@H]2C[C@@H]3C=C[C@]2(O3)[C@H]1OC(=O)c1ccc(C(C)(C)C)cc1
  5%, ?, 21%, -3%, -21%, 1%, -7%, -1%, 4%
